MCF10A rerep: induces DNA re-replication in MCF 10a normal breast cells; MCF 10A DNA re-replication, Hoechst nuclear intensity, 48 h; Potency, µM (series often up to 46.1 µM), for the others: at the top dose activity, positive = re-replication, hits mostly activators; hit rate 2.9% among 350,000; AID 624296; note: % of control where 0% means no effect; nearly all actives have a fitted effect of over 50% in size
S2 tox: reduces viability in counter-screen for ATXN expression inhibitors; S2 cells (HEK-293 line with an ATXN2-luciferase reporter) viability, CellTiter-Fluor protease fluorescence, 24 h; Potency, µM (top dose mostly 56.7 µM), actives largely listed as cytotoxic; hit rate 0.49% among 400,000; AID 651635; note: nearly all actives have a fitted effect of over 40% in size
EPAC2 antag: antagonists of human EPAC2 | EPAC2 GEF exchange of Rap1B-BODIPY-GDP, fluorescence | Potency, µM (highest dose often 114 µM), for the others: at the highest dose activity, negative = inhibition, usual class: inhibitors | hit rate 0.18% among 360,000; note: % is set by controls: 0 for no effect and ±100 for the full control effect; nearly all actives have a fitted effect of over 45% in size; many of its hits are not listed in these tables
Target sequence (Q8WZA2 whole entry, looked up): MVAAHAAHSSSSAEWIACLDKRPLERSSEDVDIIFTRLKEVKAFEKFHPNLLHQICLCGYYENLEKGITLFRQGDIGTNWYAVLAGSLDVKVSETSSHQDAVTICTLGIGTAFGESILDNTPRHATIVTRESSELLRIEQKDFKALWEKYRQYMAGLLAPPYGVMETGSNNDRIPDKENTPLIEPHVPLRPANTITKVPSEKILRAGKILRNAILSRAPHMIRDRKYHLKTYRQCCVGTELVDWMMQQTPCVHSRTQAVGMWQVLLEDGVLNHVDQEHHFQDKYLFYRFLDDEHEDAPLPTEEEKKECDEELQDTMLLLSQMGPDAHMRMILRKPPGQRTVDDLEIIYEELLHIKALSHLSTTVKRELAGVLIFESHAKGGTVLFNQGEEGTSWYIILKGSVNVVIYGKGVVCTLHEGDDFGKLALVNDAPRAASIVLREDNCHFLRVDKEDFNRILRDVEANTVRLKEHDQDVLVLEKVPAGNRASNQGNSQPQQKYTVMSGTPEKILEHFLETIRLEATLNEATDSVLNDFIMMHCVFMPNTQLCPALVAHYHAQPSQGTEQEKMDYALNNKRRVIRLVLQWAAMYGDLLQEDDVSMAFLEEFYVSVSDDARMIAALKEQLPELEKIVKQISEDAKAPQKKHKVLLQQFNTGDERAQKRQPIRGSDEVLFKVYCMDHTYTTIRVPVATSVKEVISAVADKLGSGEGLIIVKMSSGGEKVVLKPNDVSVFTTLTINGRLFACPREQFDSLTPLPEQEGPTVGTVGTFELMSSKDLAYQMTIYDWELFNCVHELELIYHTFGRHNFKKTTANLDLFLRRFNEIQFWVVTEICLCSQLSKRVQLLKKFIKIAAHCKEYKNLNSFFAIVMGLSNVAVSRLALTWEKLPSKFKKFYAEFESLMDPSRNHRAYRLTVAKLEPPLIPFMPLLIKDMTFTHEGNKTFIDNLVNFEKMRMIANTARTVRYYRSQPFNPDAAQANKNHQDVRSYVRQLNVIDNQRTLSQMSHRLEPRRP
TGFb SMAD3 inh: blocks TGF-b signaling; HepG2 CAGA-GFP TGF-b/SMAD3 reporter, GFP fluorescence, 18 h; TGF-beta stimulated, 500 pg/mL final; Potency, µM (titrated, usually from 46.1 µM), for the others: top-dose activity, negative = inhibition, hits mostly inhibitors; hit rate 1.2% among 410,000; AID 588855; note: % is set by controls: 0 for no effect and ±100 for the full control effect; nearly all actives have a fitted effect of over 65% in size
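Inhibition of TGF-beta-driven CAGA-GFP reporter expression in HEPG2 cells is measured by cellular GFP fluorescence after 18 h stimulation with 500 pg/mL recombinant TGF-beta in 1% FBS medium at 37 degrees C.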
Nrf2 ARE act: activates Nrf2 signaling | AREc32 ARE-luciferase reporter (MCF7-derived line), luminescence, 24 h | Potency, µM (doses to about 46.1 µM), inactives show at the highest dose activation, actives largely listed as activators | hit rate 0.31% among 410,000 | AID 624171; note: % of control where 0% means no effect; nearly all actives have a fitted effect of over 65% in size
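Cells of the AREc32 ARE-luciferase line are plated in OPTI-MEM containing 5% FBS and left overnight at 37 deg C. Compounds are pinned in, incubation continues 24 hr, and firefly luciferase signal is then measured.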
ATXN2 expr inh: reduces ATXN2 reporter expression in HEK-293 cells; HEK-293 ATXN2-luciferase reporter, luminescence, 24 h; Potency, µM (top dose mostly 57 µM), without a hit: at the top dose activity change, negative = inhibition, most hits filed as inhibitors; hit rate 0.72% among 360,000; AID 1745845; note: % is set by controls: 0 for no effect and ±100 for the full control effect; nearly all actives have a fitted effect of over 55% in size
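qHTS (up to 57 uM final) was run with 24 h compound exposure of reporter cells at 37 °C. Each well was multiplexed: SteadyGlo luminescence measured ATXN2-luciferase expression after a fluorogenic Gly-Phe-AFC viability readout (25 uM final).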
A549 viability: kills or reduces viability of A549 cells in Nrf2 counter-screen | A549 ARE-Fluc cells, CellTiter-Fluor viability, 18-24 h | Potency, µM (highest dose often 46 µM), for the others: at the top dose activity change, negative = cytotoxicity, actives largely listed as inhibitors | hit rate 0.16% among 390,000 | AID 504648; note: % is set by controls: 0 for no effect and ±100 for the full control effect
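A549 ARE_Fluc cells in 5% FBS OPTI-MEM were exposed to compounds in concentration-response for 18-24 h at 37 deg C. Viability was read by CellTiter-Fluor fluorescence (Ex 405/Em 525) after 30 min, before the luciferase read.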
HepG2 tox: HepG2 cytotoxicity, counter-screen for TGF-b inhibitors; HepG2 CAGA-GFP viability, ATP luminescence, 18 h; Potency, µM (top dose mostly 46.1 µM), inactives show top-dose activity change, negative = cytotoxicity, usual class: cytotoxic; hit rate 0.76% among 410,000; note: some results filed as inactive show a strong effect at the top dose
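CellTiter-Glo luminescence gave cytotoxicity after 18 hours at 37 degrees C. The cells were HepG2 CAGA-GFP in 1% FBS DMEM, stimulated with 500 pg/mL TGF-beta after compound addition. %Activity was normalised to no-cell wells (complete cell-killing) and DMSO (no toxicity), and curves were fitted and classified.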
Nrf2 inh: blocks Nrf2 signaling. hit rate 2.1% among 360,000. A549 ARE-Fluc reporter, luciferase luminescence, 18-24 h. Potency, µM (highest dose often 46 µM), for the others: at the highest dose activity change, negative = inhibition, usual class: inhibitors; note: % is set by controls: 0 for no effect and ±100 for the full control effect; nearly all actives have a fitted effect of over 60% in size
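Nrf2 function is reported as luminescence of an ARE-controlled luciferase in A549 cells. Compounds were tested at several concentrations, and a CellTiter-Fluor read on the same wells flagged cytotoxicity.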
Starred values were filed as active, the others as inactive; i = inactive; ? = inconclusive; nt = no result given; & = joins results of further samples; [ ] = dose if it differs, or a comment. Calls come from the whole dose curve; as a rule, active = well fitted curve in the direction sought with a large enough effect; inconclusive = small, poorly fitted or top-dose-only effect, or another doubt; inactive = no such curve, though single readings can be large; an effect the other way counts as inactive or inconclusive. Potency is the fitted concentration of half-maximal effect. Only part of the results is shown; rates above refer to the full screens.

SMILES	MCF10A rerep	S2 tox	EPAC2 antag	TGFb SMAD3 inh	Nrf2 ARE act	ATXN2 expr inh	A549 viability	HepG2 tox	Nrf2 inh
COc1ccc(-c2cc(C3C4C=CCC(C)C4C(=O)N3Cc3ccccc3)ccc2F)cc1 (configuration not stated)	nt	nt	nt	-25%	nt	nt	11%	-21%	-28%
Cc1ccc(C)c(S(=O)(=O)N2CCCOC2CNC(=O)C(=O)NCc2ccccc2)c1 (configuration not stated)	15%	i	-6%	-23%	0.3%	10%	8%	-20%	13%
COc1ccc(CN(C)CC(=O)Nc2cccc3ccccc23)cc1F	33%	i	-16%	2%	0.9%	-21%	-7%	0%	?
CCOc1ccccc1NC(=O)N1CCCC(c2nc(-c3ccc(C)o3)no2)C1 (configuration not stated)	6%	i	-7%	-24%	-0.1%	3%	-5%	-16%	-6%
O=C(NNS(=O)(=O)c1ccc2ccccc2c1)C1CCN(Cc2ccccc2)CC1	1%	i	-5%	5%	1.6%	-7%	13%	-11%	-8%
CCN1CCN(C(c2cccnc2)c2c(NC(=O)c3ccco3)sc(C)c2C)CC1 (configuration not stated)	?	i	-4%	-4%	1.0%	-12%	-8%	-5%	-8%
O=C(NCCCn1ccnc1)/C(=C/c1cccs1)NC(=O)c1ccco1	-5%	i	-3%	10%	-0.2%	?	6%	38%	7%
COc1ccc(OC)c(NC(=O)c2ccc3c(c2)c(C)c(C)n3Cc2ccc(F)cc2)c1	nt	nt	nt	?	-1.1%	nt	?	-37%	?
O=S(=O)(c1ccc(Cl)cc1)N1CCN(C(=S)Nc2ccccc2F)CC1	-1%	i	-2%	-26%	0.2%	-16%	8%	-5%	6%
COc1nc(Oc2ccc(=O)n(C)n2)nc(N(C)C)n1	-8%	i	14%	6%	-0.7%	8%	-9%	8%	-1%
CCN1CCN(c2ccc(S(=O)(=O)N3CCCCC3)cc2NC(=O)/C=C/c2ccc([N+](=O)[O-])cc2)CC1	?	?	-12%	-27%	?	32µM*	?	-47%	?
Fc1ccc(Nc2nc(N3CCOCC3)c3ccccc3n2)cc1	?	i	-34%	?	4.4%	-19%	6%	-38%	-29%
Cn1c(NCCO)nc2c1c(=O)n(Cc1ccccc1Cl)c(=O)n2C	nt	i	nt	5%	-0.3%	2%	2%	17%	10%
CCOC(=O)C1=C(C)NC(SCC(N)=O)=C(C#N)C1c1cccs1 (configuration not stated)	-6%	i	6%[57.1 µM]	9%	-0.9%	5%	1%	5%	-6%
Cc1cc(C)nc(N2C(=O)CC(C(=O)O)NC2=NCCc2c[nH]c3ccccc23)n1 (configuration not stated)	11%	i	-1%	-3%	-0.3%	2%	-2%	-5%	-9%
CCOC(=O)Cc1nc(-c2cccc(C(F)(F)F)c2)no1	3%	i	-15%	0%	0.0%	4%	6%	0%	3%
Cc1ccc(N(C)C(=O)Cn2nc(Cc3ccncc3)c3ccccc3c2=O)cc1C	nt	nt	nt	?	0.3%	nt	1%	-31%	-5%
O=C(Nc1ccc(S(=O)(=O)NC2=NCCCCC2)cc1)c1cccc(S(=O)(=O)N2CCOCC2)c1	9%	i	-6%	13%	0.1%	-12%	-3%	4%	-9%
CCCCCCN1C[C@@H](O)[C@H](n2cc(-c3ccc(F)cc3)nn2)C[C@@H]1c1ccccc1	nt	i	4%	?	2.4%	1%	nt	-72%	nt
COc1cc(Cn2nnc3ccccc32)ccc1O	-2%	i	-3%	-2%	0.5%	4%	-1%	1%	10%
CCOC(=O)Nc1ccc2c(c1)N(C(=O)CCN1CCOCC1)c1ccccc1S2=O (configuration not stated)	10µM*	?	6%	0%	?	0%	4%	-95%	-5%
Nc1nc(NC(=O)c2ccco2)nn1-c1ccccc1	-6%	i	-3%	?	3.1%	14%	-4%	-16%	?
O=C(NC1CCCC1)C1c2ccccc2OCC(=O)N1CC(F)(F)F (configuration not stated)	nt	i	-3%	nt	-1.4%	1%	nt	nt	nt
Cc1ccc(S(=O)(=O)NC(=O)Cn2nnc(-c3ccccc3)c2COc2ccc3ccccc3c2)cc1	nt	i	?	-9%	-0.4%	14%	nt	-4%	nt
Cc1ccc(Cl)cc1N1CCN(C(=O)CNC(=O)c2ccc(Br)o2)CC1	14%	i	0%	-6%	4.5%	-7%	1%	-6%	-24%

A different layout for part of the listing above.
| Compound | MCF10A rerep | S2 tox | EPAC2 antag | TGFb SMAD3 inh | Nrf2 ARE act | ATXN2 expr inh | A549 viability | HepG2 tox | Nrf2 inh |
| --- | --- | --- | --- | --- | --- | --- | --- | --- | --- |
| Cc1ccc(N(C)C(=O)Cn2nc(Cc3ccncc3)c3ccccc3c2=O)cc1C | nt | nt | nt | ? | 0.3% | nt | 1% | -31% | -5% |
| Cc1cc(C)nc(N2C(=O)CC(C(=O)O)NC2=NCCc2c[nH]c3ccccc23)n1 (configuration not stated) | 11% | i | -1% | -3% | -0.3% | 2% | -2% | -5% | -9% |
| COc1cc(Cn2nnc3ccccc32)ccc1O | -2% | i | -3% | -2% | 0.5% | 4% | -1% | 1% | 10% |
| CCOc1ccccc1NC(=O)N1CCCC(c2nc(-c3ccc(C)o3)no2)C1 (configuration not stated) | 6% | i | -7% | -24% | -0.1% | 3% | -5% | -16% | -6% |

(more compounds)
SMILES	MCF10A rerep	S2 tox	EPAC2 antag	TGFb SMAD3 inh	Nrf2 ARE act	ATXN2 expr inh	A549 viability	HepG2 tox	Nrf2 inh
C/C(=N\Nc1ccc2nncn2n1)c1ccco1	0%	i	-3%	-13%	?	5%	3%	0%	-8%
NC(=O)Cc1cn(-c2ncc(C(F)(F)F)cc2Cl)c2ccccc12	-1%	i	-2%	-2%	0.2%	1%	-1%	-1%	-13%
Cc1ccc(NC(=O)Nc2cccs2)nc1	0%	i	6%	?	7.7%	30%[activator]	-7%	-24%	?
O=C(Nc1ccc(OCCO)cc1)c1csc([C@H]2C[C@H](O)[C@@H](CO)O2)n1	nt	i	-5%	3%	0.3%	7%	nt	-7%	nt
CN(C1CCCCC1)S(=O)(=O)c1ccc(NC(=O)c2ccc(Br)o2)cc1	?	i	-3%	-26%	0.2%	-8%	-12%	0%	?
CN1C[C@@H](CO)O[C@@H](n2cnc3c(N4CCOCC4)ncnc32)C1	nt	i	4%	16%	0.5%	15%	nt	3%	nt
CCN(CC)CC#CCC(O)(c1ccccc1)c1ccccc1	?	i	-4%	1%	0.2%	-30%	0%	-44%	2%
CNC(=O)CSc1nnc(NC(=O)C2CC(=O)N(c3ccccc3OC)C2)s1 (configuration not stated)	1%	i	10%	1%	0.3%	8%	-9%	5%	-1%
COc1ccc(/C=N/Nc2nnc(Cc3ccc(OC)c(OC)c3)c(=O)[nH]2)cc1OC	0%	i	15%	-2%	-0.3%[9.22 µM]	0%	6%	0%	11%
Nc1nc(SCC(=O)Nc2c(Br)cc([N+](=O)[O-])cc2Br)n[nH]1	0%	i	-7%	?	0.2%	nt	9%	-17%	-6%
CCCCOC(=O)Oc1ccc2c(=O)c(Oc3cc(C)cc(C)c3)coc2c1	-2%	i	-15%	13%	-0.5%	5%	-1%	1%	1%
COc1cc(C2NC(=O)C(C#N)=C(S)N2c2ccc(C)cc2)ccc1OC(C)C (configuration not stated)	?	i	-3%	?	-0.8%	16%	-10%	-37%	-7%
Cc1ccc(CSCC(=O)NCc2ccc(F)cc2)cc1	3%	i	0%	-3%&2%	0.1%&0.3%	-18%	-10%&12%	-1%&-20%	-15%
CCOc1ccc(N(CC(=O)Nc2cccnc2)S(=O)(=O)c2ccc(C)cc2)cc1	5%	i	1%	0%	-0.6%	-1%	2%	4%	-11%
CCn1c(C)nnc1SCC(=O)NC1CCCCCC1	6%	i	9%	8%	-0.3%	-7%	-4%	5%	7%
Cc1c(NC(=O)COC(=O)c2cccc(F)c2)c(=O)n(-c2ccccc2)n1C	nt	i	8%	-11%	0.0%	nt	nt	3%	nt
Fc1ccc(N2CCN(c3nc4ccccc4c4nc(-c5ccccc5)nn34)CC2)cc1	nt	i	nt	2%	-0.5%	9%	-5%	7%	-21%
S=C(NCc1ccc(Cl)cc1)Nc1ccncc1	9%	i	-2%	-9%	-0.1%	-38%	-5%	-24%	13µM*
CCN(CC(=O)c1c(N)n(C)c(=O)n(C)c1=O)c1cccc2ccccc12	14%	?	-5%	0%	2.8%	-17%	-9%	-6%	?
COc1ccc(C=C(C#N)C(=O)c2ccccc2)cc1	nt	i	4%	nt	0.1%	3%	nt	nt	nt
O=C1CCC(/C=C/c2ccccc2)=NN1	0%	i	5%	3%	2.8%	-3%	-1%	4%	3%
O=C(N/N=C/c1ccccn1)c1ccc([N+](=O)[O-])cc1Cl	-2%	i	0%	-9%	-1.1%	-39%	-6%	-35%	-4%
Cc1ccc(NC(=O)CNC(=O)CC23CC4CC(CC(C4)C2)C3)c(O)c1	?	i	8%	-7%	0.7%	25%	4%	-19%	-1%
CC(C)OC(=O)c1ccc(NC(=O)c2cncc(Br)c2)cc1	?	i	-11%	?	3.2%	7%	0%	-37%	?
CN1CCN(c2ccc(NC(=O)c3cc(Cl)c4c(c3)OCCO4)cc2)CC1	-2%	i	1%	-5%	3.2%	-15%	-11%	-21%	-2%

Other structures
SMILES	MCF10A rerep	S2 tox	EPAC2 antag	TGFb SMAD3 inh	Nrf2 ARE act	ATXN2 expr inh	A549 viability	HepG2 tox	Nrf2 inh
Cc1cc(Cl)ccc1OCC(=O)N(Cc1cccs1)C1CCS(=O)(=O)C1 (configuration not stated)	11%	i	-19%	-8%	3.5%	6%	-11%	-3%	?
COCCN=c1scc(-c2cccs2)n1/N=C(\C)c1ccco1	4%	i	-21%	-20%	19%	13%	15%	-23%	28%
CCCCCOC(=O)CSc1nnc(-c2ccccc2)c(=O)[nH]1	-4%	i	5%	6%	-0.1%	1%	-1%	-21%	-11%
N#Cc1c(N)nc(Sc2ccc(Cl)cc2)c(C#N)c1-c1ccccc1Cl	?	?	-3%	-21%	21%	-15%	-6%	-19%	-21%
O=C(NCCc1ccccn1)c1cc(-c2ccc(Cl)c(Cl)c2Cl)nc2ccccc12	8%	?	-2%	?	3.8%	-38%	-6%	-35%	?
CN(C)CCn1c(SCc2ccccc2C#N)nc2c(sc3ccccc32)c1=O	2%	i	-18%	18%	12%	nt	-1%	-33%	-11%

Compound activity (PubChem)
